SRC2 TRFRET art = flags TR-FRET format artefacts in PPARgamma SRC-2 recruitment agonist screen; TR-FRET artefact counter-screen; hits give high values; TR-FRET ratio at 8 µM; 200,000 compounds, 0.4% hits; AID 1049; in the data active = TR-FRET ratio above about 2000; note: inactives centre near 1500
ROMK mod = modulators of human ROMK potassium channel | P48048 | Tet-inducible ROMK, thallium flux fluorescence; actives lie on both sides | B-score at 10 µM | 130,000 compounds, 2% hits | AID 1918;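 active = signal ratio slope over the read window, or its plate-corrected B-score, at least 3 SD from the plate mean, either direction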;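 note: B-score of the F/F0 ratio slope over 7 to 12 s after thallium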
S1P3 antag = antagonists of human S1P3 receptor. Q99500. CHO S1P3 NFAT-BLA reporter, FRET fluorescence, antagonist mode. inhibition, % at 4.98 µM. 170,000 compounds, 0.27% hits. AID 485;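 active = inhibition above the plate cutoff, the mean inhibition of test wells on that plate plus 3 SD, cut at about 28% in these data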;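 note: cells challenged with S1P at its EC80 of 0.8 µM; blue over green emission ratio from cleaved BLA substrate after 4 h stimulation; 0% = S1P-stimulated wells and 100% = unstimulated DMSO-only wells; some compounds past the cut are filed as inactive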
PPARg SRC-2 ag = agonists of SRC-2 recruitment by human PPARgamma; P37231; PPARgamma LBD-SRC-2 recruitment, biochemical; activation, % at 8 µM; 200,000 compounds, 0.34% hits; in the data active = activation above about 22%;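 note: 0% = vehicle and 100% = reference agonist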
PPARg SRC-3 ag = promotes SRC-3 coactivator recruitment by human PPARgamma | P37231 | AID 731 | biochemical PPARgamma/SRC-3 coactivator recruitment assay | 200,000 compounds, 0.26% hits | activation, % at 8 µM; in the data active = activation above about 23%;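 note: 0% = DMSO and 100% = reference agonist; some compounds past the cut are filed as inactive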
bIAP activator = increases bovine intestinal alkaline phosphatase activity | purified bovine IAP, CDP-star luminescence, 30 min; hits give high values; fold of DMSO-control signal, blank-subtracted | activation factor at 20 µM | 200,000 compounds, 0.17% hits | AID 1016;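 active = activation factor of 2 or more at 20 µM, a signal rise over negative controls twice the positive control's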
PPARg SRC1 recr = agonists of human PPARgamma SRC-1 coactivator recruitment. activation, % at 8 µM. PPARgamma-SRC-1 coactivator recruitment biochemical assay. 200,000 compounds, 0.41% hits. P37231; in the data active = activation above about 19%;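 note: 0% = DMSO and 100% = reference agonist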
DTT redox prof = compounds producing H2O2 with reducing agent – biochemical, NIH compound library profiling, artefact control for MLSCN library redox annotation, primary screen. DTT-dependent redox cycling H2O2, phenol red/HRP absorbance; 100% = 100 µM peroxide control, 0% = buffer. activation, % at 10 µM. 200,000 compounds, 0.03% hits. AID 878;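 active = activation of at least 50% relative to the plate's high and low controls in the primary single-dose screen; inactive = activation below 50%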;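 note: compound incubated with DTT at 0.8 mM final as the reducing agent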
Lmaj promast = inhibitors of Leishmania major promastigote growth; Leishmania major promastigotes, resazurin fluorescence viability; inhibition, % at 10 µM; 200,000 compounds, 9% hits; AID 1063; in the data active = inhibition above about 50%;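 note: promastigotes grown with compound for 44 hours at 28 °C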
TLR4 MyD88 comp = TLR4-MyD88 interaction inhibition in cells; 200,000 compounds, 0.18% hits; AID 861; inhibition, % at 8.4 µM; HeLa CL3-4 TLR4/MyD88 BLA complementation, FRET ratio; O00206+Q99836; in the data active = inhibition above about 25%;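 note: 0% = vehicle and 100% = reference inhibitor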
bIAP inhibitor = blocks bovine intestinal alkaline phosphatase activity. inhibition, % at 20 µM. 190,000 tested, under 10 active. purified bovine IAP, CDP-star luminescence, 30 min. AID 1019;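 active = over 50% inhibition of intestinal alkaline phosphatase at 20 µM in the single-dose screen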
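test system = bovine IAP enzyme | medium = DEA buffer 100 mM, pH 9.8, with MgCl2 1.0 mM, ZnCl2 0.02 mM | detection = luminescence | dosing = single compound dose of 20 µM, 2% DMSO final | incubation = 30 min reaction at room temperature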
Starred values were filed as active, the others as inactive; . = no result given.

no.	Structure	SRC2 TRFRET art	ROMK mod	S1P3 antag	PPARg SRC-2 ag	PPARg SRC-3 ag	bIAP activator	PPARg SRC1 recr	DTT redox prof	Lmaj promast	TLR4 MyD88 comp	bIAP inhibitor
1	CCOc1ccc(CCNC(=O)CSc2cc(=O)n(C)c3ccccc23)cc1OCC	2107*	0.17	0	26*	12	0.9	26*	-0.5	6	-8	14
2	CCCC(=O)Nc1nnc(CCN2CCCCC2)s1	1529	.	.	2	8	0.9	0	3.3	-4	-2	9
3	Cc1ccc(S(=O)(=O)N2CCN(C(C)CC(=O)O)CC2)cc1 (stereo not given)	1679	0.023	-2	2	-2	1.1	9	5.0	0	-1	-12
4	Cc1ccc(C)c(NC(=O)c2nnn(Cc3ccccc3)c2N)c1	1510	.	26	3	3	0.9	-1	2.9	2	12	12
5	O=C(N/N=C/c1ccc(Cl)cc1)C(=O)N1CCCCCC1	1542	0.025	2	10	0	1.2	3	0.4	18	21	-24
6	O=C(Nc1cccc2c1CCCC2)c1cc([N+](=O)[O-])cc([N+](=O)[O-])c1	1658	-0.018	14	5	-3	0.8	2	-0.7	15	13	22
7	COc1cc(/C=C/c2sc3ccccc3[n+]2CCCS(=O)(=O)[O-])ccc1O	1577	.	-5	7	3	0.4	2	-1.2	11	5	.
8	CCOC(=O)c1oc2cc(O)ccc2c(=O)c1-c1ccc(OC)cc1	1665	.	.	2	2	1	3	2.7	-1	-1	2
9	O=C(Nc1nc2ccc(S(=O)(=O)N3CCCC3)cc2s1)c1ccccn1	1617	0.46	-9	6	6	1.2	4	-1.6	99*	-5	-23
10	Cc1cccc(-n2c(N)c(C(=O)N3CCN(C)CC3)sc2=S)c1	1491	.	14	-4	13	0.8	-6	2.5	10	7	16
11	CCCC(=O)N1CC2(C)CN(C(=O)CCC)CC(CCC)(C1)C2=O	1430	0.32	.	-4	-10	1	-6	0.1	-3	9	2
12	CC1=NN(c2ccccc2)C(=O)C1C(=O)C(=O)Nc1ccc(F)cc1 (stereo not given)	1696	1.2	-17	3	1	1	-5	-0.3	-1	-11	-4
13	COc1cc(/C=N/NC(N)=S)ccc1OCc1ccc(C)cc1	1556	0.061	-11	11	7	0.6	4	0.0	100*	0	38
14	Cc1ccc(Cn2c(SCCN3CCCCC3)nc3c2c(=O)[nH]c(=O)n3C)cc1	1492	.	3	3	16	1.2	-6	-0.5	6	-13	-16
15	O=C(Nc1nc(-c2ccccc2)cs1)c1cccc([N+](=O)[O-])c1	1413	.	.	2	-4	0.9	2	2.1	4	3	8

Continuation.
no.	Structure	SRC2 TRFRET art	ROMK mod	S1P3 antag	PPARg SRC-2 ag	PPARg SRC-3 ag	bIAP activator	PPARg SRC1 recr	DTT redox prof	Lmaj promast	TLR4 MyD88 comp	bIAP inhibitor
16	O=C(NCC1CCCO1)/C(=C\c1ccc(Cl)cc1)NC(=O)c1ccccc1 (stereo not given)	1582	0.52	.	7	-3	0.9	2	-8.1	-6	-3	5
17	Cc1cccc(Nc2nn3c(=O)c4ccccc4nc3s2)c1	1736	0.15	20	2	37*	0.9	31*	0.0	14	-2	14
18	COc1ccc(Cl)cc1-c1nc(SCC(=O)N(C)CCC#N)n[nH]1	1579	0.67	-9	5	-2	1	-2	-0.5	23	12	2
19	CCOC(=O)N1CCc2c(sc(NC(=O)CN3CCN(C)CC3)c2C(=O)Nc2ccccc2)C1	1715	0.51	-12	6	1	1.3	15	-0.5	-6	-8	-28
20	Cc1ccccc1CNC(=O)CN(c1cccc([N+](=O)[O-])c1)S(C)(=O)=O	1452	-0.29	-14	6	3	1	4	-3.5	-10	1	0
21	CCN(CC)CC(=O)NCC1(c2ccccc2)CCCC1	1617	0.055	-10	0	-3	1	3	-1.6	0	-11	-2
22	COc1cc(OC)cc(C(=O)Nc2cc(-c3cn4cccnc4n3)ccc2C)c1	1525	0.09	20	5	1	1	3	-0.2	-1	6	-1
23	Nc1nc2ccccc2cc1S(=O)(=O)c1ccccc1	1631	-0.0074	-4	16	0	1	7	-1.7	12	4	-2
24	CS(=O)(=O)N1CCC(Oc2ccccc2C(=O)NC2CCCCCC2)CC1	1700	0.37	-2	0	-5	1	-6	-0.4	14	-7	-3
25	O=C1CC(Cc2ccc(Cl)cc2)C(=O)N1c1ccncc1 (stereo not given)	1606	0.14	.	5	4	0.9	5	0.7	2	-14	5
26	O=c1c2ccccc2c(C=NCc2ccccn2)c(O)n1-c1ccccc1Cl	1516	-0.57	-1	0	-2	1.3	0	0.0	27	11	-34
27	O=C1CC(SC(=NCc2ccc3c(c2)OCO3)Nc2ccccc2)C(=O)N1 (stereo not given)	1631	-0.05	18	-7	-8	0.8	6	-2.9	8	9	18
28	CCCn1c(N)c(C(=O)CSc2nnnn2-c2ccc(O)cc2)c(=O)n(C)c1=O	1611	0.29	.	2	1	1	0	0.9	-4	-2	1
29	C=C(C)CSc1nnc(-c2ccc(C)cc2)n1N	1464	-0.11	.	6	8	0.9	5	0.2	-5	-9	7
30	O=C(CCc1ccccc1)Nc1cc(NC(=O)CCc2ccccc2)cc(C(=O)O)c1	1522	0.7	0	12	11	0.9	1	-0.6	-6	0	9

Next section
no.	Structure	SRC2 TRFRET art	ROMK mod	S1P3 antag	PPARg SRC-2 ag	PPARg SRC-3 ag	bIAP activator	PPARg SRC1 recr	DTT redox prof	Lmaj promast	TLR4 MyD88 comp	bIAP inhibitor
31	CCC(c1nc2ccccc2c(=O)n1CCCn1ccnc1)N1C(=O)c2ccccc2C1=O (stereo not given)	1656	.	11	0	-6	1	-3	1.9	13	1	3
32	CCC(=O)N1CCc2cc(S(=O)(=O)CCC(=O)Nc3ccc(F)c(F)c3)ccc21	1535	-0.3	-15	9	-8	0.9	-3	0.6	-11	-1	14
33	Cc1ccc(S(=O)(=O)c2cc3cc(Br)ccc3oc2=O)cc1	1758	0.36	-5	13	4	1.1	3	0.3	42	2	-12
34	CCC(C)NC(=O)CSc1nc(-c2cccs2)cc(C(F)(F)F)n1 (stereo not given)	1380	-0.48	.	-5	4	1	-5	-1.5	1	1	2
35	Cc1ccnc(NC(=O)COC(=O)C2COc3ccccc3O2)n1 (stereo not given)	1388	.	14	2	6	0.9	0	-0.5	-7	13	6
36	CCc1ccc(NC(=O)Nc2cccc(OC)c2)cc1	1597	-0.28	-1	4	9	0.9	-4	-0.5	1	-11	6
37	CC(=O)c1c(C)nc2ccc(Cl)cn12	1671	0.046	.	10	3	1	-1	0.3	-6	6	3
38	O=C(NCc1ccccc1)c1ccc(=O)[nH]n1	1464	0.55	.	0	1	1	-1	0.3	-8	3	1
39	Cc1ccc2c(c1)S/C(=C/c1ccc[n+](CCO)c1)N2C	1618	-0.9	-12	-1	2	0.4	-4	-0.2	82*	-5	.
40	CC(=O)Nc1ccc(Nc2ccc(S(=O)(=O)C(F)(F)F)cc2[N+](=O)[O-])cc1	1645	.	-12	-1	4	0.7	1	-0.4	56*	2	29
41	O=C(Cn1nnc(-c2cccs2)n1)N1c2ccccc2Sc2ccc(C(F)(F)F)cc21	1529	.	.	-13	-6	.	-2	1.4	36	-11	.
42	CCNC(=S)N/N=C/c1ccc(C#N)cc1	1491	-1.2	-10	3	-2	1	-7	-0.4	-2	9	0
43	Cc1ccc(NC(=O)C(C)c2ccc(-c3ccccc3)c(F)c2)c(C)c1 (stereo not given)	1497	0.19	.	10	3	0.9	0	0.2	-1	-1	6
44	Cc1cccc(NC(=O)CC2NC3CCCCC3NC2=O)c1 (stereo not given)	1586	.	-22	-1	7	0.9	0	-0.6	-5	10	6

Screening results as filed in PubChem BioAssay.
